# From PubChem BioAssay
# Cdc42 wt: changes GTP binding to wildtype human Cdc42; AID 761; GST-Cdc42 beads, Bodipy-GTP binding, flow cytometry; actives lie on both sides; 0.2% of 190,000 active; percent activity (GTP binding), % at 10 µM; P60953;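 active = percent activity GTP binding at least 20 points away from the 100% baseline, either down as inhibitor or up as activator; inconclusive = compound flagged as likely green fluorescent from well-wide comparison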;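 note: median bead fluorescence of bound Bodipy-FL-GTP at 100 nM; 0% = excess unlabeled GTP control and 100% = no compound control; below 100% means less GTP binding so inhibitor and above means activator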
# Avidin fluor: compound fluoresces at 488/530 nm on avidin beads. AID 1775. compound fluorescence 488/530 nm, flow cytometry; stronger effect = higher value. fluorescence (KMESF) at 10 µM. 0.38% of 220,000 active; in the data active = fluorescence above about 47; note: inactives centre near 10
# Pf gametocyte: P. falciparum stage V gametocyte viability inhibition; P. falciparum stage V gametocytes, ATP luminescence, 24 h; inhibition, % at 10.9 µM; 0.065% of 150,000 active;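 active = inhibition above the mean plus 3 SD of compounds within the control limits, set per campaign, cut at about 38% in these data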;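 note: 0% = DMSO wells and 100% = medium only without gametocytes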
# Rab7 wt modul: dog Rab7 wildtype GTP binding, inhibitors and activators; GST-Rab7 beads, fluorescent GTP binding, flow cytometry; actives lie on both sides; untreated = 100%, excess cold GTP = 0%; GTP binding activity (percent of control), % at 10 µM; 0.055% of 190,000 active;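 active = fluorescent GTP binding to Rab7 beads changed by at least 20 points from the 100% baseline, either direction, mostly lower; inconclusive = compound itself probably fluorescent, or too few beads counted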;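 note: median green fluorescence of bound Bodipy-FL-GTP per Rab7 bead population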
# ABCB1 block: human ABCB1 inhibition, ABCG2 as counter-screen; 0.067% of 190,000 active; P08183; AID 1326; inhibition, % at 6.6 µM; CCRF-Adr cells, JC-1 efflux, flow cytometry; in the data active = inhibition above about 40%;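 note: 0% = vehicle and 100% = reference inhibitor; higher value means more JC-1 retained so stronger ABCB1 efflux block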
# Target sequence (P08183 whole entry, looked up): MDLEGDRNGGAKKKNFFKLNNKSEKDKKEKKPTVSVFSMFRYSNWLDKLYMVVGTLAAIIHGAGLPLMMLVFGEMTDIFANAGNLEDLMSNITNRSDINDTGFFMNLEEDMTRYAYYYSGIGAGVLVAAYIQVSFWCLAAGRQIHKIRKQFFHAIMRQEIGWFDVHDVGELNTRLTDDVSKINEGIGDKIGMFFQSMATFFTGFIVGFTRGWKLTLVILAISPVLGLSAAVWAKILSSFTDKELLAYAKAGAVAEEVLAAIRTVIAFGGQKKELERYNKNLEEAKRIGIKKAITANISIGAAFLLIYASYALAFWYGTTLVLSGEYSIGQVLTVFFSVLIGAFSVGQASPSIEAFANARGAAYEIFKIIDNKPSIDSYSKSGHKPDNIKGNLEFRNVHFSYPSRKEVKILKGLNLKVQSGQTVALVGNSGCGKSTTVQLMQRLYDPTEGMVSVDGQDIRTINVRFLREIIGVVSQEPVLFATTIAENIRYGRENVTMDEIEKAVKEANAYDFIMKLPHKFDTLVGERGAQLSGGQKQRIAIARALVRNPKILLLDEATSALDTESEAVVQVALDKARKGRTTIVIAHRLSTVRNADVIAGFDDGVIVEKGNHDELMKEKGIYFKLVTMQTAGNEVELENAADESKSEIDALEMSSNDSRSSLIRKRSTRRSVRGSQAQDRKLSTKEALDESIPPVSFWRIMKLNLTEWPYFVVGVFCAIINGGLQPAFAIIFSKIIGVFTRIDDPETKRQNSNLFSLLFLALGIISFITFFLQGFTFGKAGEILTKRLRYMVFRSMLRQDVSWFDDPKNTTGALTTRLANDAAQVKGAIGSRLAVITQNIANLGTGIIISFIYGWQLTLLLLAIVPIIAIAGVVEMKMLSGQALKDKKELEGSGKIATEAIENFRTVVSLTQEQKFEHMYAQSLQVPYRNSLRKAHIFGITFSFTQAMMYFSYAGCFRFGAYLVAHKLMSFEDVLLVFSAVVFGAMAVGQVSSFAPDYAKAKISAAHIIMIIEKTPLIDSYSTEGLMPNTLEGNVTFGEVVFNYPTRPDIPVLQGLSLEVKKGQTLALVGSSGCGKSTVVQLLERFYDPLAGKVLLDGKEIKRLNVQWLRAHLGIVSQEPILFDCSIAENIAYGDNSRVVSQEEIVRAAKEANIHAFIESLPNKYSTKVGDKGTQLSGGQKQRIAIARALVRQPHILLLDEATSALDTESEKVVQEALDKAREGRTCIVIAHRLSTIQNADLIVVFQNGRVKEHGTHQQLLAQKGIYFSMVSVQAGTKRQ
# Rac1 act GTP bind: alters GTP binding to activated mutant human Rac1; percent activity (GTP binding), % at 10 µM; AID 764; GST-Rac1 activated beads, fluorescent GTP binding, flow cytometry; actives lie on both sides; 100% means binding = to untreated wells; 0.11% of 190,000 active; P63000;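 active = GTP binding at least 20 percentage points away from the 100% baseline, in either direction, so actives lie on both sides; inconclusive = Compound likely fluorescent itself, or too few beads counted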
# HRas wt GTP: modulators of GTP binding to human HRas wildtype | P01112 | GST-Ras wt beads, Bodipy-FL-GTP binding, flow cytometry; actives lie on both sides | GTP binding activity, % at 10 µM | 0.14% of 190,000 active | AID 759;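 active = GTP binding activity at least 20% away from the 100% baseline, either lowered as inhibitor or raised as activator; inconclusive = flagged as likely green fluorescent, judged across all proteins in the well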;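 note: 0% = unlabeled GTP competition control and 100% = no-compound control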
# Rab2A wt mod: changes GTP binding to wildtype dog Rab2A, up or down | GTP binding activity, % at 10 µM | 0.19% of 190,000 active | GST-Rab2 wt beads, Bodipy-GTP binding, flow cytometry;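 active = GTP binding activity at least 20 points away from 100%, either lowered or raised; inconclusive = signal likely due to the compound's own green fluorescence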;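 note: 0% = beads with excess unlabeled GTP and 100% = no-compound control corrected for plate trend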
# Rac1 wt modul: human Rac1 wildtype GTP binding, inhibitors and activators; P63000; GST-Rac1 beads, fluorescent GTP binding, flow cytometry; actives lie on both sides; 0 = cold GTP competed, 100 = untreated; GTP binding activity (% of control), % at 10 µM; 0.27% of 190,000 active; AID 757;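 active = GTP binding activity at least 20 points away from the 100% control level, either lower or higher; inconclusive = compound flagged as likely green fluorescent, judged across all proteins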
# GSH bead fluor: GSH bead compound fluorescence profile; GSH beads flow cytometry, compound fluorescence 488/530 nm; stronger effect = higher value; fluorescence (KMESF) at 10 µM; 0.25% of 190,000 active; in the data active = fluorescence above about 89;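 note: glutathione beads carrying GST-tagged Bcl family fusion proteins plus one bare bead set; values are compound well signal with DMSO vehicle wells as background; inactives centre near 16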
# ABCG2 block: blocks JC-1 efflux by human ABCG2 transporter | inhibition, % at 6.6 µM | IgMXP3 cells, flow cytometry | 0.1% of 190,000 active;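 active = inhibition above 80%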;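 note: 0% = DMSO and 100% = nicardipine control wells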
#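 Measure – % inhibition of efflux relative to nicardipine and DMSO · Test system – ABCG2 IgMXP3 and barcoded ABCB1 CCRF-Adr cell mix · Control set – nicardipine as high control, DMSO as low control · Compound – one concentration, 6.6 µM final · Signal – flow cytometry of retained JC-1 fluorescence · Timing – 10 min exposure at 25 °C with rotation, no wash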
# * hit, by the source's call; ? = inconclusive; . = no result given.
SMILES,Cdc42 wt,Avidin fluor,Pf gametocyte,Rab7 wt modul,ABCB1 block,Rac1 act GTP bind,HRas wt GTP,Rab2A wt mod,Rac1 wt modul,GSH bead fluor,ABCG2 block
COc1cc2c(cc1OC)C(c1ccsc1)CC(=O)N2 (stereo not drawn),107,37,-13,99,0.0,101,103,101,102,13,2
O=C(COc1ccc(S(=O)(=O)N2CCCC2)cc1Cl)N1CCN(c2ccccc2)CC1,100,13,0,104,0.8,100,101,102,100,22,2
Cc1cc(/N=C/C=C2\N(C)c3ccccc3C2(C)C)n(CCC#N)n1,105,23,.,101,2.3,99,101,102,102,29,3
C=CCNC(=O)c1onc(CSc2cccc(OCC)c2)c1C(=O)O,97,10,6,96,0.9,93,97,95,95,34,4
O=C(O)CCC(=O)Nc1nc2nc(-c3ccccc3)cc(-c3ccccc3)n2n1,101,15,.,95,0.4,100,98,99,99,10,3
CCCSc1nnc(Cn2c(=O)sc3ccccc32)n1-c1ccccc1,95,5,.,98,1.2,96,98,97,102,23,1
COc1ccccc1/C=N/NC(=O)c1ccc(=O)n(C)c1,102,4,-2,101,0.7,99,100,100,106,8,7
COc1ccc(/C=C/C(=O)NCCC(=O)N2CCCN(C)CC2)cc1,95,.,13,107,-0.1,94,101,102,97,11,-1
CCCCN1CC(COc2ccccc2)OC1=O (stereo not drawn),97,8,.,96,0.1,95,96,96,97,51,1
COc1ccc(-c2n[nH]c(C)c2-c2cnn(-c3ccccc3)c2)c(O)c1,102,7,7,98,-0.8,99,101,99,104,70,-2
COc1cccc(C(=O)N2C(C(=O)O)CSC2c2ccccc2Cl)c1 (stereo not drawn),100,3,25,98,0.4,98,98,97,101,11,9
Cc1cccc(N2CCN(C(c3ccccc3)c3nnnn3C(C)(C)C)CC2)c1C (stereo not drawn),101,23,.,99,2.1,100,102,101,106,21,6
CCOC(=O)C1CCN(Cc2nc3ccc([N+](=O)[O-])cc3c(=O)n2-c2ccc(OC)cc2OC)CC1,100,10,-16,98,2.3,98,99,96,103,19,5
COc1ccc(NC(=S)Nc2cc(C)cc(C)n2)cc1OC,103,22,-6,103,0.4,100,101,101,104,11,34
COC(=O)CN(C(=S)Nc1ccc(F)cc1)C1CC(=O)N(c2ccccc2)C1=O (stereo not drawn),102,6,8,102,-1.1,100,103,101,104,10,-7
CSc1nc(Cl)c(Cc2ccc(OCC(C)C)cc2)c(N2CCOCC2)n1,99,6,10,98,1.2,99,101,101,106,10,4
C/C(=N\NC(=O)c1c(Br)c(C)nn1C)c1ccc(NC(=O)c2ccoc2C)cc1,102,7,5,100,0.7,98,99,98,101,10,5
Nn1c(Cc2cccc3ccccc23)nnc1SCC(=O)NC1CCS(=O)(=O)C1 (stereo not drawn),99,16,.,92,-2.9,97,97,97,96,24,-1
Brc1ccc(OCCOCCN2CCOCC2)cc1,94,6,-19,90,0.6,91,91,93,89,24,4
CCOC(=O)Cc1c(C)nc2cc(-c3ccc(C(C)(C)C)cc3)[nH]n2c1=O,98,9,.,95,0.1,98,96,96,99,6,0

# Two of these compounds, reformatted:
O=C(O)CCC(=O)Nc1nc2nc(-c3ccccc3)cc(-c3ccccc3)n2n1
  Cdc42 wt: 101	Avidin fluor: 15	Pf gametocyte: .	Rab7 wt modul: 95	ABCB1 block: 0.4	Rac1 act GTP bind: 100	HRas wt GTP: 98	Rab2A wt mod: 99	Rac1 wt modul: 99	GSH bead fluor: 10	ABCG2 block: 3
CCCSc1nnc(Cn2c(=O)sc3ccccc32)n1-c1ccccc1
  Cdc42 wt: 95	Avidin fluor: 5	Pf gametocyte: .	Rab7 wt modul: 98	ABCB1 block: 1.2	Rac1 act GTP bind: 96	HRas wt GTP: 98	Rab2A wt mod: 97	Rac1 wt modul: 102	GSH bead fluor: 23	ABCG2 block: 1

# Next part.
SMILES,Cdc42 wt,Avidin fluor,Pf gametocyte,Rab7 wt modul,ABCB1 block,Rac1 act GTP bind,HRas wt GTP,Rab2A wt mod,Rac1 wt modul,GSH bead fluor,ABCG2 block
CCOC(=O)N1CCC(NC(=O)C2CCCCN2S(=O)(=O)c2ccc(F)cc2)CC1 (stereo not drawn),103,7,.,100,0.4,102,100,102,106,19,1
O=C(Nc1nnc(-c2cccc(F)c2)s1)Nc1ccccc1F,98,11,4,107,0.1,98,100,101,100,23,0
Cc1nnc(SCc2cccc(Oc3ccccc3)c2)n1N,101,12,.,100,0.1,98,102,102,102,25,0
CN(C)S(=O)(=O)c1ccc(C(=O)Nc2cccnc2)cc1,105,13,3,100,-1.0,100,102,102,104,24,-10
CC(=O)NCCNC(=O)CCNC(=O)c1ccc(Cl)cc1,91,7,19,100,0.5,91,93,98,89,7,3
CCN(CC)CCCNC(=O)CCC(=O)Nc1ccc2nc(N3CCC(C)CC3)cc(C)c2c1,97,6,-16,97,-0.2,94,97,96,98,21,-1
Cc1ccc(NC(=O)CSc2nnc(-c3ccncc3)n2C)cc1C,105,25,15,100,0.6,101,101,102,109,30,31
COc1ccc(-c2oc(NC(=O)CSc3nncn3C)c(C#N)c2-c2ccc(OC)cc2)cc1,101,7,13,96,0.3,99,102,101,99,68,1
Cc1ccccc1NS(=O)(=O)c1ccc(Cl)cc1,87,17,.,103,0.6,86,90,89,90,9,1
CCCn1nc(C(=O)OCC(=O)Nc2cccc(OC)c2)c2ccccc2c1=O,91,8,23,93,0.1,90,93,91,94,9,8
COc1ccccc1C1CC(=O)NC(C)=C1C(=O)OCC1CCCO1 (stereo not drawn),107,27,-3,102,1.4,102,103,104,106,23,5
O=C(CC1Nc2ccccc2NC1=O)Nc1ccccc1NC(=O)CC1Nc2ccccc2NC1=O (stereo not drawn),99,9,.,98,0.0,94,96,98,98,13,0
COc1ccc(CCN(C)C(=O)CSc2nnnn2C)cc1OC,96,13,-22,97,0.3,95,99,97,101,26,8
CCOc1ccc(C2c3c(oc4ccccc4c3=O)C(=O)N2CCCN2CCOCC2)cc1 (stereo not drawn),101,7,.,98,0.8,101,101,103,105,17,1
COCCN1C(=O)C(=O)/C(=C(/O)c2ccc(OC(C)C)cc2)C1c1cccnc1 (stereo not drawn),99,11,.,96,-0.1,95,97,95,101,7,-1
CSc1nc2n(n1)C(c1cccc(F)c1)C(C(=O)Nc1ccc(C)cc1C)=C(C)N2 (stereo not drawn),97,7,.,97,-0.3,96,98,97,97,50,-4
CC1(C)Cc2cccc(OCC(=O)N3CCN(S(=O)(=O)c4ccccc4)CC3)c2O1,101,16,.,100,1.3,100,101,101,102,20,4
N#CC1=C(N)NC(SCC(=O)c2ccc(Cl)cc2)=C(C#N)C12CCCC2,102,8,.,96,-0.1,101,99,98,104,5,0
CCCN(CCC)c1nc(N)c(C#N)c(CC#N)c1C#N,95,8,.,96,0.2,98,96,96,98,31,3
COC(=O)c1sccc1N/N=C/c1cccc(Oc2ccccc2)c1,104,5,20,106,-0.4,100,102,101,106,9,1
COc1cc2c(cc1OC)-c1nnnn1C(C)(C)C2,100,19,.,96,0.5,94,99,99,96,26,2
CN(N)c1ccc2c(C(F)(F)F)cc(C(F)(F)F)nc2n1,97,12,.,99,-0.4,96,97,96,99,19,1
COc1nc(-c2ccccc2Cl)ccc1C#N,100,7,-7,96,0.5,98,100,100,100,41,3
CCOC(=O)COc1nc(C)c(Br)c(OC)n1,108,10,.,108,0.4,101,106,104,110,11,3
Cc1cc2cc(CN(Cc3ccc4c(c3)OCO4)C(=O)c3ccco3)c(=O)[nH]c2cc1C,96,8,.,97,0.8,93,99,101,96,8,2
Cc1c(NC(=O)/C=C/C(=O)O)cccc1[N+](=O)[O-],97,13,-10,99,0.3,97,99,101,101,33,0
O=C(O)Cc1ccc(NC(=S)Nc2cccc(Cl)c2Cl)cc1,94,15,.,96,-0.5,100,97,97,97,8,-2
Cc1ccc(-c2ccc(=O)n(CC(=O)N3CCN(c4cc(Cl)ccc4C)CC3)n2)cc1,95,35,.,92,-0.1,92,94,91,95,11,0
Cc1ccc2[nH]c(=O)c(CN(Cc3cccnc3)Cc3nnnn3CCN3CCOCC3)cc2c1,97,7,.,101,0.3,95,98,98,99,29,1
COc1ccccc1N1Cc2ccccc2C1,96,33,10,93,0.1,93,95,93,95,11,0
Cc1nc(N)sc1-c1csc(NCc2ccccc2)n1,98,14,1,100,-0.6,96,97,97,99,26,-1
COC(=O)c1ccc(CSc2nc3ccccc3c(=O)n2-c2cccc(OC)c2)o1,100,12,10,98,11,99,101,99,100,28,21
CCCCOC(=O)Cn1c(=O)c2c(nc(Br)n2Cc2ccccc2)n(C)c1=O,103,7,12,101,0.1,98,102,100,101,26,0
N#CC1=C(N)Oc2c(sc3ccccc23)C1c1ccco1 (stereo not drawn),98,31,0,100,1.9,96,99,97,100,43,4
CC1CSc2n(-c3cccc(C(F)(F)F)c3)cc(-c3ccccc3)[n+]21 (stereo not drawn),95,12,-13,96,2.1,94,95,94,100,16,1
COCCNC(=S)N/N=C/c1ccc(OCc2ccc(C(=O)OC)cc2)cc1,100,7,.,99,0.5,100,98,98,101,18,5
COc1cc(OC)cc(C(=O)NNC(=O)c2ccccn2)c1,97,18,-5,100,-0.5,99,98,97,99,15,-8
CCN(CC)C(=O)c1c([N+](=O)[O-])c(C(C)(C)C)nn1C,103,14,-14,104,1.9,101,102,102,106,12,3
Cc1cc(C)c(C)c(S(=O)(=O)NCC(=O)NCc2ccco2)c1C,100,4,8,96,0.8,98,99,99,103,10,17
NS(=O)(=O)c1ccc(CCNC(=O)CSc2nc3ccsc3c(=O)n2CCCCCC(=O)O)cc1,102,11,-2,107,0.3,98,100,101,105,11,1
O=C(NCC1CCCN(C(=O)c2cscn2)C1)c1ccc(-c2ccccc2)cc1 (stereo not drawn),98,7,12,96,-2.6,94,95,96,96,16,1
O=c1ccc2cc(S(=O)(=O)Nc3ccc(F)cc3)ccc2o1,?,16,-29,?,0.4,?,?,?,?,17,1
COc1ccc(NC(=O)CSc2nnc(CNC(=O)COc3ccc(Cl)cc3)o2)c(OC)c1,102,38,.,104,0.6,98,102,100,101,14,4
O=C(Nc1ccc(N2CCOCC2)cc1)c1cnsn1,99,7,-8,100,-0.2,96,98,99,103,16,0
CC(=O)c1ccc(OCC(O)CN2CCN(c3ccccn3)CC2)cc1 (stereo not drawn),103,24,.,95,0.9,98,99,97,103,15,11
O=C1Cc2ccccc2Sc2c(OCCN3CCCCC3)cccc21,100,16,.,99,2.9,102,103,101,102,13,4
CC(/C=N/NC(=O)CSc1nc(C)cc(C)n1)=C\c1ccccc1,99,13,-16,93,-0.4,97,99,95,98,15,-8
